Compound activity (PubChem)
KDM5B inh: inhibitors of human KDM5B histone demethylase | KDM5B demethylase, FDH-coupled NADH fluorescence (FDH is formaldehyde dehydrogenase) | Potency, µM (top dose mostly 57.7 µM), without a hit: at the highest dose activity change, negative = inhibition, hits mostly inhibitors | hit rate 2.6% among 220,000 | AID 1347165; active = well fitted inhibition curve with a large enough effect; inconclusive = small, poorly fitted or top-dose-only effect; inactive = no such curve, though single readings can be large or run the other way; also: 0% is about no effect; nearly all actives have a fitted effect of over 70% in size
Target sequence (Q9UGL1 whole entry, looked up): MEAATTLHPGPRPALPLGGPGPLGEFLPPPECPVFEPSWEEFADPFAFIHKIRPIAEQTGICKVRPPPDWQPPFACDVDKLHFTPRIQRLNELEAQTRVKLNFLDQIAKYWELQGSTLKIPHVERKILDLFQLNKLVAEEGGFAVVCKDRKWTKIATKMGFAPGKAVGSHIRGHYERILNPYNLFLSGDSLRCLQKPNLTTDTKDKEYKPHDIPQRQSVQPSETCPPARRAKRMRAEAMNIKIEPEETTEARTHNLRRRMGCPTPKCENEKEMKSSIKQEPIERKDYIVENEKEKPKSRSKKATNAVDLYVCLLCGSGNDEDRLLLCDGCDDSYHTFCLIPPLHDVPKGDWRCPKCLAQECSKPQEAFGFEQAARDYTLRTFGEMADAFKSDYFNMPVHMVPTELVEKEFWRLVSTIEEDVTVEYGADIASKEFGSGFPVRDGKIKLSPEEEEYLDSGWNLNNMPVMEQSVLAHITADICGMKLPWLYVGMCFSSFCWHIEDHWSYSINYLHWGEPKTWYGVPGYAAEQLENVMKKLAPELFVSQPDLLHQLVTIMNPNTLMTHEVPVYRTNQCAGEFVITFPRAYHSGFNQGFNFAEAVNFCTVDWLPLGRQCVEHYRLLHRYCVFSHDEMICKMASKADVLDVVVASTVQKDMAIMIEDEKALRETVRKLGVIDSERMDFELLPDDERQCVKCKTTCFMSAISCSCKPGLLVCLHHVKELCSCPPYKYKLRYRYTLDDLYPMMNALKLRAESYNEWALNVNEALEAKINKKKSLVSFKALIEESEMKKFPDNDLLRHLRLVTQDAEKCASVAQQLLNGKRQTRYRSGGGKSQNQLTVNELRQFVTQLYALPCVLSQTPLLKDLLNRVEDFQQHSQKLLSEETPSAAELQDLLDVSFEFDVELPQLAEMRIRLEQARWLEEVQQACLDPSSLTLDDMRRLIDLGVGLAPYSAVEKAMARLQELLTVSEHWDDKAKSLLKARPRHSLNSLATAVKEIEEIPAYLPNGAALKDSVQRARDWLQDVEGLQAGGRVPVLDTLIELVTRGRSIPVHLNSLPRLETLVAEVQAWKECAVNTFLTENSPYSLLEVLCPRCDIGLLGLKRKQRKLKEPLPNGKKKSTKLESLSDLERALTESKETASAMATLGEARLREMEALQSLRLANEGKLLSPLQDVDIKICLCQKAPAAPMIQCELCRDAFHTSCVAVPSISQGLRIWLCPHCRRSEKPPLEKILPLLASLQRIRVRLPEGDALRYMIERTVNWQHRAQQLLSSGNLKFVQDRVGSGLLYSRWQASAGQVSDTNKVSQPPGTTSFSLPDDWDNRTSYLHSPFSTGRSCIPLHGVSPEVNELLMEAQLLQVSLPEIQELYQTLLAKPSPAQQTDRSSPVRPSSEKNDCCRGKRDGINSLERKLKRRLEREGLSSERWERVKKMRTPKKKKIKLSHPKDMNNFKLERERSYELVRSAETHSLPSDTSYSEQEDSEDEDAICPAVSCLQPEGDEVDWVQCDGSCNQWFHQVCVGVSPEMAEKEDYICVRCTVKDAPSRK
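Compound dilutions met 200 nM (final) KDM5BΔAP for 10 min at room temperature before substrate addition. The substrate mix held 12.5 µM H3K4me3 with cofactors 25 µM α-ketoglutarate and 50 µM Fe²⁺. NADH signal gain over 30 min defined activity.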
Numbers without * were called inactive; ? = inconclusive; [ ] = dose if it differs, or a comment. Potency is read from the fitted curve at half-maximal effect. A portion of the library; the hit share may differ from the screen's.

KDM5B inh	Molecule
-17%	CC(=O)c1ccc(N2CCN(C(=O)CCn3cnc4onc(-c5ccc(F)cc5)c4c3=O)CC2)cc1
40µM*	C#CCN[C@H]1C[C@@H]2c3[nH]c4ccccc4c3C[C@@H](C(=O)OC)N2[C@H](c2ccc(F)cc2)C1
7%	CCOc1c(Nc2ccccc2O)c(=O)c1=O
25%	Cc1cccc(C)c1NC(=O)C1CCCCC1
?	OC[C@H]1CCN(c2ccnc3c(C(F)(F)F)cccc23)C[C@H]1O
-20%	Cc1cc(C)cc(-n2ccn(CC(=O)Nc3ccc(Br)cc3)c(=O)c2=O)c1
30%	CC(C)C(NC(=O)c1ccc(F)cc1)C(=O)NCC1CCCO1 (stereo unspecified)
?	COCC(=O)NC[C@H]1CCN(Cc2ccncc2)C[C@H]1N(C)C
-18%	Cc1ccccc1N(CC(=O)NCCN1CCOCC1)S(=O)(=O)c1ccccc1
7%	COc1ccc(C(=O)Oc2cc(C)ccc2Cl)cc1OC
?	O=c1[nH]c(N2CCCC2)nc2nccc(-c3ccccc3)c12
?	COc1ccc(-c2cnnn2-c2ccc(NC(=O)c3ccccc3OC)cc2)cc1
-1%	CC(C)CCOc1ccc(Cn2c(=O)oc3ccccc32)cc1
-26%	Cc1ccc(Cl)cc1NC(=O)C(=O)NCC(c1cccnc1)N1CCc2ccccc21 (stereo unspecified)
?	CCCCOc1cccc(C2C(C(=O)c3ccc(C)o3)=C(O)C(=O)N2Cc2ccco2)c1 (stereo unspecified)
-13%	COc1ccc2c(c1)OCC(CNC(=O)c1csc(C(C)=O)c1)C2 (stereo unspecified)
-9%	CCn1cnnc1CC1CCN(C(=O)Nc2ccccc2)C1 (stereo unspecified)
-3%	CSc1ncc2c(n1)-c1ccccc1N(Cc1ccccc1)S2(=O)=O
10%	Cn1cnc(S(=O)(=O)N2CCCC(CO)CCNC(=O)CC2)c1 (stereo unspecified)
?	Cc1cccc(C(=O)NC2CCN(c3cc(-c4cccs4)[nH]n3)CC2)c1
10%	Cc1nn(-c2ccccc2)c(C)c1CN(C)C(=O)CNC(=O)c1ccc(C(C)(C)C)cc1
16%	CC/C(=N\NC(=O)C1CC1c1ccccc1)c1ccc(C)cc1 (stereo unspecified)
-21%	CCOC(=O)c1c(-c2ccc(Br)cc2)csc1NC(=O)c1ccccc1F
-8%[86.2 µM]	O=C1OC[C@@H]2CCN(Cc3ccccc3)Cc3ccccc3N12
22%	COCCCN=CC1=C(O)CC(c2ccccc2)CC1=O (stereo unspecified)
-15%	CS(=O)(=O)N1CCCC1c1noc(CCC(=O)NCC2CC2)n1 (stereo unspecified)
-9%	COc1cc(NC(=O)CN2CCN(S(=O)(=O)c3ccc(Br)cc3)CC2)cc(OC)c1
18%	Cc1ccc(COc2cccc(CNC3CC3)c2)cc1
-1%	COCC(=O)N(C1CCOCC1)C1CCN(C(=O)c2cc(F)ccc2Cl)CC1
-15%	O=C(NC1CCCC1)c1cc2c(F)cccc2s1
17%	COCc1nc(C2CCN(C(=O)Cc3c[nH]c4ccccc34)C2)no1 (stereo unspecified)
-7%	O=c1[nH]c(-n2cccc2)c(-c2c(-c3ccccc3)[nH]c3[nH]c(=O)[nH]c(=O)c23)c(=O)[nH]1
35µM*	CC(=O)N1CCN(c2ncccc2-c2cc(-c3ccccc3)nc3c(C)noc23)CC1
-12%	Cc1ccc(NC(=O)CCS(=O)(=O)c2ccc3nc(C)sc3c2)c(C)c1
13%	Cc1ccc(CCNC(=O)C2CC(=O)N(CCc3ccccc3)C2)cc1 (stereo unspecified)
-21%	COc1ccccc1CNC(=O)Cn1ncc2c3ccccc3n(Cc3ccccc3C)c2c1=O
5%[115 µM]	CN(C)CCCC(=O)N1CCC2(CC1)CC(N[S+](C)(=O)[O-])c1ccccc12 (stereo unspecified)
?	O=C(NCc1ccc(Cl)cc1)c1cnc(N2CCOCC2)c2ccccc12
21%	CN(C)C(=O)C(Sc1nnc(-c2ccc(Cl)cc2)n1N)c1ccccc1 (stereo unspecified)
3%	Cc1cccc(C(=O)NCCn2c(C)cc3ccccc32)c1
12%	COc1ccc(C2c3cc(OC)c(OC)cc3CC(=O)N2c2ccc(OC)cc2)cc1 (stereo unspecified)
?	CCOc1ccc(CCNC(=O)c2ccc(CS(=O)Cc3ccc(Cl)cc3)o2)cc1 (stereo unspecified)
-4%	O=C(NC1CC1)[C@@H]1C[C@H](Oc2ccccc2)CN1C(=O)c1n[nH]c(=O)c2ccccc12
3%	COc1ccc(C(CNC(=O)c2oc3cc(C)c(C)cc3c2C)N2CCCCC2)cc1 (stereo unspecified)
-7%	Oc1ccc(-c2nc(C3CC3)nc3c2CCN(Cc2ccc(F)cc2)CC3)cc1
5%	Cc1nc(CSc2ccc(Br)cc2)cs1
?	O=C(O)c1cc(S(=O)(=O)NC2CCCc3ccccc32)ccc1O (stereo unspecified)
-23%	CCCCc1cc(=O)oc2cc(OCC(=O)NCc3ccncc3)c(Cl)cc12
-13%	Cc1cccc(NC(=O)c2c(NC(=O)c3cccs3)sc3c2CCC(C)C3)c1 (stereo unspecified)
?	C[C@H]1[C@@H]2[C@@H](O)C([C@H](C)C(=O)N3CCCC3)CC[C@@]2(C)CC[C@@H]1NC(=O)COc1ccccc1 (stereo partly specified)
?	COc1ccc(NC(=O)N2CCN(S(=O)(=O)c3ccc4c(ccn4C)c3)CC2)cc1OC
3%	CC1CCC(NC(=O)c2ccc3ncsc3c2)CC1 (stereo unspecified)
31%[activator]	COc1ccc(CC(=O)N[C@@H]2CCNC[C@H]2O)c(OC)c1
-4%	NC1CCCN(Cc2ccccc2F)C1 (stereo unspecified)
6%	O=C(Nc1cc(F)ccc1F)C1CN(S(=O)(=O)c2cccnc2)CC12CCCCC2 (stereo unspecified)
?	Cc1cccc(OCCN(C)Cc2cc(=O)oc3c(C)c(O)ccc23)c1
-19%	CC(C)c1nnc(C2CN(C(=O)Cc3ccccc3Cl)CC23CCOCC3)o1 (stereo unspecified)
-15%	CCc1nc2ccc(C(=O)Nc3ccccn3)cc2nc1CC
0%	O=C(c1ccccc1OCC1CCCN(Cc2ccc(O)c(F)c2)C1)N1CCCCC1 (stereo unspecified)
-32%	O=C(CCC1CCCN(S(=O)(=O)c2ccccc2F)C1)NC1CCS(=O)(=O)C1 (stereo unspecified)

Next records.
KDM5B inh	Molecule
-4%	CN(CC(=O)N(C)C)Cc1ncc(-c2ccccc2)o1
19%	Nc1nc(SCC(=O)N2CCN(c3ccccc3)CC2)n[nH]1
-15%	COc1cccc(CC(=O)NC(c2ccccc2)c2ccccc2)c1
-26%	CCNC(=O)c1c(C)oc2c1CN(Cc1ccc(Br)o1)CC2
-13%	CCOc1ccc(Nc2ncnc3c2nc2n3CCCC2)cc1
26%	CC(C)Cc1ccc(C(C)NC(=O)CCNC(=O)C(C)(C)C)cc1 (stereo unspecified)
-11%	N#C/C(=C/c1ccc(O)cc1)c1nc(C2CC2)cs1
5%	COc1ccc(Cn2c3c(c(=O)n2Cc2ccccc2)CCN(C(=O)c2cccc(O)c2)C3)cc1
8%	C=C(C)[C@@H]1CCC2(COC(C)=O)CC[C@]3(C)C(CCC4[C@@]5(C)CCC(=O)C(C)(C)C5CC[C@]43C)C12 (stereo partly specified)
17%	Cc1cnc(C(=O)NC2C[C@H]3CC[C@@H](C2)N3C(=O)c2cnc(C)cn2)cn1 (stereo partly specified)
14%	NC(=O)C1(c2nc(C3CCOC3)nn2-c2cccc3cccnc23)CC1 (stereo unspecified)
-24%	CC(C)(C)c1ccc(C2C(C(=O)c3ccco3)=C(O)C(=O)N2CC2CCCO2)cc1 (stereo unspecified)
?	COc1cccc(CNC(=O)Cc2ccc(NC(=O)N3CCSc4ncccc43)cc2)c1OC
-17%	Cc1ccc(NC(=O)c2sc3ncn(Cc4cccc(F)c4)c(=O)c3c2C)c(Br)c1
-19%	COc1ccc(NC(=O)C2CC(=O)Nc3c(-c4ccc(OC)cc4)cnn32)cc1 (stereo unspecified)
-7%	CCO[C@H]1CN(C(=O)C(C)(C)n2cccc2)C[C@@H]1O
-13%[86.2 µM]	Cc1ccc(-c2cn3c(n2)CO[C@@H](CNCc2ccc(-c4ccccn4)cc2)C3)cc1
-7%	COc1ccc2oc(=O)c(C(=O)NCc3ccc(C)cc3)cc2c1
15%	O=C(CSc1ncnc2cc(-c3ccc(F)cc3)sc12)NC1CCCC1
?	Cc1ccc(S(=O)(=O)N2CCc3cc(C(=O)Nc4ccc(C)c(C)c4)ccc32)cc1
-10%	O=C(CCc1ncc(-c2c(F)cccc2F)o1)N1CCN(S(=O)(=O)c2ccccc2Cl)CC1
105%[activator]	Cc1ccc(-c2cc3c(=O)n(CCNC(=O)c4cccc(Cl)c4)ccn3n2)cc1C
?	Cc1c(Cl)cccc1NC(=O)c1cccc(NC(=O)N2CCSc3ncccc32)c1
13%	CCc1ccccc1NC(=O)c1cc(S(=O)(=O)NC2CCCC2)ccc1F
-22%	Cn1c(=O)oc2cc(S(=O)(=O)N3CCC(C(=O)N4CCN(c5ccc(Cl)cc5)CC4)CC3)ccc21
-12%	CN1CCN(c2nc3c(c(=O)[nH]2)CCN(Cc2cn[nH]c2-c2ccccc2)CC3)CC1
7%	CC(C)c1ccc(-c2csc(N=C(N)N)n2)cc1
-26%	CN1CCC(NC(=O)CCc2ncc(-c3ccc(F)cc3)o2)CC1
-12%	Cc1ccc(-c2nnc(C3CN(C(=O)c4cccc(F)c4)CC34CCOCC4)o2)cc1 (stereo unspecified)
-10%[86.2 µM]	COc1cccc(Nc2cc(CN3CCC(C)(NC(C)=O)CC3)cc(OC)c2)c1
-24%	O=C(CSc1nnc(NC(=O)c2ccc(F)cc2F)s1)NC1CCCC1
26%	CCOC(=O)[C@@H]1CCN(Cc2ccccc2)C[C@H]1c1ccccc1
16%	Cc1ccc(NC(=O)C23CC4CC(CC(C4)C2)C3)cc1Cl
?	CN1CCC(N2CCN(C(=O)c3cc4cn(C5CC5)cc4s3)CC2)CC1
?	COc1ccc(Nc2ncc(C(=O)Nc3cc(Cl)c(OC)cc3OC)c3ccccc23)cc1
-26%	O=C(c1ccccc1)N1CCC(c2nc(C3CCOCC3)no2)CC1
?	Cc1cc(C(=O)N2CCC3(CCCN(C(C)C)C3=O)C2)c(-c2ccccc2)o1 (stereo unspecified)
-7%	O=S(=O)(/N=C(/Nc1ccc(Cl)c(S(=O)(=O)N2CCOCC2)c1)c1ccc(F)cc1)c1ccccc1
-9%	Cc1cccc(C(=O)NCC(c2ccco2)S(=O)(=O)c2cccs2)c1 (stereo unspecified)
-2%	Cc1cc2c(N3CCC(NCc4noc(C5CCC5)n4)CC3)ncnc2s1
-25%	COc1cccc(C2C(C(=O)Nc3ccccc3)=C(C)N=C3SC=C(CC(=O)NCC(C)C)N32)c1 (stereo unspecified)
62%[activator]	COCc1ncc(C)n1CCNC(=O)c1cc(-c2ccc(C)cc2)n[nH]1
-23%	CN(C)C[C@@H]1CN(c2ccncn2)C[C@H]1NC(=O)c1ccc2ccccc2n1
-25%	CC(=O)Nc1ccc(CN(CCN2CCCCC2)CC2CCCN(C3CCCC3)C2)cc1 (stereo unspecified)
18%	COc1ccccc1NC(=O)C(C)OC(=O)c1cccnc1 (stereo unspecified)
?	CCC(=O)N1CCc2cc(CNC(=O)Nc3cc(Cl)ccc3C(=O)OC)ccc21
14%	COc1ccc(NC(=O)COC(=O)c2nn(C)c(=O)c3ccccc23)cc1Cl
?	Cc1noc(/C=C/c2ccco2)c1S(=O)(=O)N1CCC(C(=O)Nc2ccc(F)c(Cl)c2)CC1
?	O=C(NCCC1=CCCCC1)c1ccc(N2CC3CC(C2)[C@H]2CCCC(=O)N2C3)nc1 (stereo partly specified)
-17%	N#C/C(=C/c1ccccc1)S(=O)(=O)c1ccc(F)cc1
0%	CCN(Cc1ccccc1)S(=O)(=O)c1cc(Br)cc2c1N(C(=O)C1CC1)CC2
-8%	CC(=O)NC1=NN(C(C)=O)C2(S1)C(=O)N(CCOc1ccccc1C)c1ccc(Cl)cc12 (stereo unspecified)

As a working copy, 18 of the compounds above.
KDM5B inh	Molecule
?	COc1ccc(Nc2ncc(C(=O)Nc3cc(Cl)c(OC)cc3OC)c3ccccc23)cc1
-26%	O=C(c1ccccc1)N1CCC(c2nc(C3CCOCC3)no2)CC1
?	Cc1cc(C(=O)N2CCC3(CCCN(C(C)C)C3=O)C2)c(-c2ccccc2)o1 (stereo unspecified)
-7%	O=S(=O)(/N=C(/Nc1ccc(Cl)c(S(=O)(=O)N2CCOCC2)c1)c1ccc(F)cc1)c1ccccc1
-9%	Cc1cccc(C(=O)NCC(c2ccco2)S(=O)(=O)c2cccs2)c1 (stereo unspecified)
-2%	Cc1cc2c(N3CCC(NCc4noc(C5CCC5)n4)CC3)ncnc2s1
-25%	COc1cccc(C2C(C(=O)Nc3ccccc3)=C(C)N=C3SC=C(CC(=O)NCC(C)C)N32)c1 (stereo unspecified)
62%[activator]	COCc1ncc(C)n1CCNC(=O)c1cc(-c2ccc(C)cc2)n[nH]1
-23%	CN(C)C[C@@H]1CN(c2ccncn2)C[C@H]1NC(=O)c1ccc2ccccc2n1
-25%	CC(=O)Nc1ccc(CN(CCN2CCCCC2)CC2CCCN(C3CCCC3)C2)cc1 (stereo unspecified)
18%	COc1ccccc1NC(=O)C(C)OC(=O)c1cccnc1 (stereo unspecified)
?	CCC(=O)N1CCc2cc(CNC(=O)Nc3cc(Cl)ccc3C(=O)OC)ccc21
14%	COc1ccc(NC(=O)COC(=O)c2nn(C)c(=O)c3ccccc23)cc1Cl
?	Cc1noc(/C=C/c2ccco2)c1S(=O)(=O)N1CCC(C(=O)Nc2ccc(F)c(Cl)c2)CC1
?	O=C(NCCC1=CCCCC1)c1ccc(N2CC3CC(C2)[C@H]2CCCC(=O)N2C3)nc1 (stereo partly specified)
-17%	N#C/C(=C/c1ccccc1)S(=O)(=O)c1ccc(F)cc1
0%	CCN(Cc1ccccc1)S(=O)(=O)c1cc(Br)cc2c1N(C(=O)C1CC1)CC2
-8%	CC(=O)NC1=NN(C(C)=O)C2(S1)C(=O)N(CCOc1ccccc1C)c1ccc(Cl)cc12 (stereo unspecified)
